# Source: PubChem BioAssay
# MKP-3 inhibition = inhibition of rat DUSP6 enzyme activity – biochemical, in vitro, primary screen (AID 425); recombinant MKP-3 phosphatase activity, fluorescence; higher % means a stronger effect; inhibition, % at 20 µM, or IC50 in µM where a hit was titrated; 0.17% of 110,000 active; in the data active means inhibition above about 50%;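 further: plate controls were vehicle for no effect and reference inhibitor for full effect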
# Hsp70 displacement = Hsp70 inhibitors, probe displacement, primary screen, biochemical, fluorescence polarization (AID 583) | Hsp70 fluorescence polarization probe displacement, mP; higher % means a stronger effect | displacement, % at 20 µM; hits with a dose series show IC50 in µM | 0.06% of 140,000 active; in the data active means displacement above about 50%;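 further: plate controls were vehicle for no effect and reference ligand for full effect; a part of the inactive calls stands beside numbers as strong as those of hits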
# * = called active by the depositor; x = not tested or not shown; & = joins results of further samples. Only part of the results is shown; rates above refer to the full screens.
smiles,MKP-3 inhibition,Hsp70 displacement
O=C(Nc1nc2ccccc2s1)c1ccc(S(=O)(=O)N2CCCCC2)cc1,-0.7%,4.1%
Cc1cccc(N/C=C/C(=O)c2ccc(Cl)cc2)c1,-0.5%,3.9%
Cc1ccccc1-n1c(SCC(=O)NCc2cccs2)nnc1-c1ccncc1,-20.9%,1.7%
O=C1S/C(=C\c2ccc(Br)c([N+](=O)[O-])c2)C(=O)N1c1ccccc1,1.9%,-0.3%
O=C(NCCSCc1ccccc1Cl)C(c1ccccc1)c1ccccc1,-0.9%,4.7%
N/C(=N\OC(=O)COc1ccc2ccccc2c1)c1cccc([N+](=O)[O-])c1,1.3%,-1.3%
O=C(/C=C(\Cl)c1ccc([N+](=O)[O-])cc1)c1ccccc1,2.1%,2.9%
O=C1/C(=C/c2cccc(Cl)c2Cl)SC(=S)N1c1ccc([N+](=O)[O-])cc1,-0.6%,5.2%
C=CCNC(=O)Nc1ccc(OCC)cc1,-7.9%,-1.1%
Cc1ccc(/C=N/NC(=S)NC2CCS(=O)(=O)C2)cc1 (stereo not drawn),-0.3%,0.1%
CCC(C)NC(=O)CN(c1ccc2c(c1)OCO2)S(=O)(=O)c1c(C)n[nH]c1C (stereo not drawn),-4.3%,0.8%
COc1ccccc1-n1cnnc1SCC(=O)Nc1nc(C)c(Cl)cc1Cl,x,1.5%
COc1ccc(OC)c2sc(NC(=O)c3ccc(S(=O)(=O)N(C)C)cc3)nc12,-17.3%,-2.5%
CCN(CC)c1ccc(N2C(=O)/C(=C\c3cccs3)SC2=S)cc1,3.9%,-0.9%&3.2%
Cc1cccc(OCC(O)CN2C(C)(C)CC(O)CC2(C)C)c1 (stereo not drawn),-8.2%,-1.5%
CCOC(=O)c1ccc2c(c1)nc(SCC(=O)N1CCCCC1)n2CC,-3.2%,0.1%
COc1cc(S(=O)(=O)N2CCCCC2)ccc1NC=O,1.3%,x
CCOC(=O)c1ccc(NC(=O)COc2ccccc2C)cc1,1.7%,2.3%
COC(=O)c1ccccc1NC(=O)Nc1cc(C)cc(C)n1,x,0.8%
COc1ccc(CNC(=O)c2c(-c3c(Cl)cccc3Cl)noc2C)cc1,-1.9%,2.0%
COc1cc(OC)c(C(=O)Nc2ccc(S(=O)(=O)Nc3ncccn3)cc2)cc1OC,3.4%,3.7%
O=C(Nc1ccc(Cl)cc1)N1CCC(c2nc(-c3cccs3)no2)CC1,0.3%,1.6%
O=C(O)CSc1nc2ccc(NC(=O)c3ccccc3)cc2s1,1.5%,3.1%
Cc1cc(C(=O)CC#N)c(C)n1CC(F)(F)F,-12.2%,-2.8%
CCCNc1nc2c(c(=O)[nH]c(=O)n2C)n1Cc1ccc(F)cc1,-11.8%,5.9%
CC(N=CC1=C(O)CNC1=O)c1ccccc1 (stereo not drawn),-0.6%,0.4%
CCc1cccc(NC2c3ccccc3C(=O)N2c2ccc(C)cn2)c1 (stereo not drawn),-1.1%,4.5%
Cc1nnc(NC(=O)c2ccc3c(c2)C(=O)N(CC2CCCO2)C3=O)s1 (stereo not drawn),-11.8%,-0.1%
O=C(NC(=S)Nc1ccc(N2CCCCC2)cc1)c1cccs1,3.4%,-2.2%
Cc1ccc(-c2nc(NC(=O)CSc3nnc(C)s3)ns2)cc1,6.1%,-1.5%
Cc1cccc(C)c1NC(=O)CS(=O)CC(=O)NC1CCN(Cc2ccccc2)CC1 (stereo not drawn),-0.9%,7.5%
Cc1cc(Nc2cccc(Cl)c2C)n2ncnc2n1,-4.9%,1.4%
O=C(O)CCN1C(=O)/C(=C/c2cccc3ccccc23)SC1=S,6.5%,0.6%
CCC(C)C(=O)N1CCc2cc(-c3csc(N)n3)ccc21 (stereo not drawn),-9.6%,-2.3%
O=C(CN1C(=O)c2ccccc2C1=O)Nc1nnc(C2CCCO2)s1 (stereo not drawn),7.3%,x
N#Cc1c(/N=C/c2cc(Br)ccc2O)sc2c1CCN(Cc1ccccc1)C2,0.7%,-29.7%
O=C(c1ccc(Cl)cc1)N1N=C(c2ccc([N+](=O)[O-])cc2)CC1(O)C(F)(F)F (stereo not drawn),-1.2%,0.2%
COc1ccccc1CNC(=O)c1ccc(OC)c([N+](=O)[O-])c1,-4.3%,-0.4%
Cc1ccc(NC(=O)/C=C/c2cccc([N+](=O)[O-])c2)c(Br)c1,-0.3%,3.6%
Cc1ccc2c(c1)N=C(c1ccc(F)cc1)CO2,x,-6.8%
CCC1S/C(=N\N=C\c2cccc3ccccc23)NC1=O (stereo not drawn),2.5%,2.6%
CC1Cc2cc(/C(O)=C3/C(=O)C(=O)N(CCN4CCOCC4)C3c3cccc(O)c3)ccc2O1 (stereo not drawn),-7.0%,6.0%
COc1ccc(/C(O)=C2\C(=O)C(=O)N(Cc3ccco3)C2c2cc(OC)ccc2OC)cc1 (stereo not drawn),-11.2%,-0.7%
S=C(c1cccs1)N1CCCC1,-13.0%,-0.3%
COc1ccc(Cl)cc1NC(=O)c1nn2c(c1Cl)NC(c1cccs1)CC2C(F)(F)F (stereo not drawn),-2.9%,-6.5%
COc1ccccc1OCC(=O)NCc1ccco1,-4.2%,-0.2%
O=C1CC(c2ccc(F)cc2)Cc2nc(N3CCc4ccccc43)ncc21 (stereo not drawn),1.3%,-1.6%
Cc1ccc(NC(=O)CSc2cc(Cl)ccc2Cl)cc1,-2.7%,0.4%
COCc1cc(C(C)(C)C)c(O)c(O)c1C(C)(C)C,5.3%,4.6%
CC(C)C(=O)Nc1sc2c(c1C(N)=O)CCCCC2,4.5%,-1.0%
Cc1cc(OCC(=O)N2CCOCC2)c(C(C)C)cc1Cl,-11.3%,2.3%
N/C(=N\OC(=O)c1cccc(F)c1)c1ccc(Br)cc1,-4.6%,3.4%
CCOC(=O)/C(C#N)=C1\C=CNC(=O)N1,-3.1%,3.6%
O=C(Nc1ccc(-c2nc3cccnc3o2)cc1)c1ccc([N+](=O)[O-])cc1Cl,1.8%,5.0%
O=C(COC(=O)C1CC(=O)N(Cc2ccccc2)C1)Nc1ccc2c(c1)OCO2 (stereo not drawn),-20.1%,7.7%
O=C(O)/C=C\C(=O)Nc1cccc(O)c1,-0.2%,4.4%
CNC(=O)c1cc2c(=O)n3cccc(C)c3nc2n1C,7.9%,5.5%
O=C1NC(=O)/C(=C\c2ccccc2Cl)S1,-2.9%,9.8%
CCC1SC(N)=NC1=O (stereo not drawn),-0.3%,4.5%
CNC(=O)Nc1ccc(Cl)cc1,x,0.6%

# Next entries.
# Order of results – MKP-3 inhibition, Hsp70 displacement
> CC1(O)CC(=O)C(C(=O)c2ccccc2)C(c2ccc([N+](=O)[O-])cc2)C1C(=O)c1ccccc1 (stereo not drawn)
  -0.6%, -0.2%
> CC1CN(C(=O)CSc2ncnc3sccc23)CC(C)O1 (stereo not drawn)
  0.3%, -14.5%
> CCN(CC)CCCn1c(=S)[nH]c2ccc(Cl)cc2c1=O
  3.1%, -2.9%
> Nc1ccc2oc3ncccc3c(=O)c2c1
  7.9%, -3.6%
> COc1ccc(Cn2c(CCC(=O)Nc3ccc(C)cc3)nc3cccnc32)cc1
  x, 6.7%
> COc1ccccc1NC(=O)C(C)NS(=O)(=O)c1ccc(F)cc1 (stereo not drawn)
  -4.0%, -2.8%
> CCn1c(CNc2nc(-c3ccccc3)cs2)nnc1SCC(=O)NCc1ccco1
  -8.7%, -0.6%
> O=C1CCc2nc3ccccc3c(=O)n2N1
  11.9%, -6.9%
> CCOC(=O)c1cccc(NC(=O)/C=C/c2ccccc2)c1
  2.8%, -6.4%
> NC(=O)C1(N2CCCCC2)CCN(C2CC(=O)N(c3ccc(Br)cc3)C2=O)CC1 (stereo not drawn)
  1.1%, 1.7%

# Brought forward from above: 3 entries, followed by the next part.
# Order of results – MKP-3 inhibition, Hsp70 displacement
> O=C1CCc2nc3ccccc3c(=O)n2N1
  11.9%, -6.9%
> CCOC(=O)c1cccc(NC(=O)/C=C/c2ccccc2)c1
  2.8%, -6.4%
> NC(=O)C1(N2CCCCC2)CCN(C2CC(=O)N(c3ccc(Br)cc3)C2=O)CC1 (stereo not drawn)
  1.1%, 1.7%
> CC(=O)c1cc2c(=O)c3cc(C)ccc3oc2nc1C
  6.9%, 6.7%
> Cc1c(NC(=O)CCSc2ccc(Cl)cc2)c(=O)n(-c2ccccc2)n1C
  x, -3.1%
> COC(=O)c1ccc(C(=O)OC)c(NC(=O)CN(c2ccc3c(c2)OCO3)S(C)(=O)=O)c1
  x, 11.2%
> Cc1nc2cc(NC(=O)Nc3ccc(N4CCOCC4)cc3)ccc2n1C
  -11.2%, 3.6%
> CCOC(=O)c1c(C)nc2ccc(Cl)cc2c1-c1ccccc1
  2.3%, 1.7%
> CCOC(=O)C(Cc1ccccc1)NC(=O)CNC(C)=O (stereo not drawn)
  0.8%, -1.0%
> O=C1CCc2cc(S(=O)(=O)N3CCN(Cc4ccc5c(c4)OCO5)CC3)ccc2N1
  -0.9%, -5.5%
> CCC(NC(C)=O)c1ccc(Br)cc1 (stereo not drawn)
  -0.5%, 4.1%
> CC(C)CCN1CCNC(=O)C1CC(=O)Nc1ccc(F)cc1 (stereo not drawn)
  -0.8%, 3.0%
> COc1ccc(N2CCN(CCNC(=O)CCN3C(=O)COc4ccccc43)CC2)cc1
  1.2%, 5.3%
> O=C(NCc1ccc2c(c1)OCO2)NC12CC3CC(CC(C3)C1)C2
  6.0%, 4.4%
> CC(C)(CNC(c1ccccc1)c1ccccc1)NS(=O)(=O)c1ccc(Cl)cc1
  -3.0%, -4.0%
> CC(Oc1ccccc1)C(=O)Nc1cc(C(N)=O)c(Cl)cc1Cl (stereo not drawn)
  -0.6%, 0.9%
> C=CCNC(=O)Nc1ccc2oc(C)nc2c1
  -10.3%, 5.4%
> CN(C)c1nc(OCCOC(=O)COc2ccc(Cl)cc2Cl)nc(N(C)C)n1
  -2.7%, 1.4%
> CCOC(=O)n1c(=O)oc2cc(S(=O)(=O)N3CCCCC3)ccc21
  -1.1%, 2.7%
> COC(=O)CSc1nc2sc3c(c2c(=O)n1-c1ccc(OC)cc1)CC(C)(C)OC3
  -1.4%, -1.4%
> CC(C)CN1C(=O)CC(Sc2ccccc2C(=O)O)C1=O (stereo not drawn)
  x, 1.5%
> CCn1c(=O)cc(OCC(=O)NCC2CCCO2)c2ccccc21 (stereo not drawn)
  1.6%, -0.9%
> O=C(Nc1nccs1)c1ccc(Oc2ccc(C(=O)Nc3nccs3)cc2)cc1
  -2.4%, 2.4%
> O=C(Oc1ccc(N(Cc2cccs2)C2=NS(=O)(=O)c3ccccc32)cc1)c1ccco1
  x, 8.6%
> CC1CC(=O)c2cnc(N3CCOCC3)nc2C1 (stereo not drawn)
  x, 0.4%
> CC12CCC(C(=O)N3CCCc4ccccc43)(CC1=O)C2(C)C (stereo not drawn)
  1.3%, -1.4%
> O=C(Nc1ccccc1C(F)(F)F)N1CCCC(O)C1 (stereo not drawn)
  4.2%, -0.6%
> O=C(NCc1cccs1)c1nn2cccnc2c1Cl
  -0.2%, 8.2%
> CC(=O)c1ccc(NC(=O)C2CCC(C)(C(=O)O)C2(C)C)cc1 (stereo not drawn)
  -12.7%&-0.4%, 14.4%&-1.1%
> CCn1c(=O)cc(OCC(=O)N2CCc3ccccc32)c2ccccc21
  7.6%, 2.6%
> COc1ccc(S(=O)(=O)N(Cc2ccccc2)Cc2nc3ccccc3c(=O)[nH]2)cc1
  0.7%, -2.5%
> COc1ccc(N(C(C)=O)C2C=CS(=O)(=O)C2)c(OC)c1 (stereo not drawn)
  13.0%, 0.3%
> CCOc1ccc(OCCSc2nnnn2-c2ccccc2)cc1
  x, -0.3%
> CCOC(=O)C(CC)Sc1nnc2cc(C)c3ccccc3n12 (stereo not drawn)
  x, 0.9%
> O=c1/c(=C\c2ccc(-c3cccc(Br)c3)o2)sc2nc3ccccc3n12
  1.3%, 3.8%
> CC(=O)c1sc(NC(=O)c2ccoc2C)nc1C
  3.8%, 1.1%
> CC(=O)Nc1nonc1NC(=O)c1ccc(F)cc1
  x, 0.9%
> CCOC(=O)c1ccc(NC(=O)c2c(C)[nH]c(C(=O)OCC)c2C)cc1
  3.5%, -3.9%
> Cn1c(NC(=O)c2cc(Cl)ccc2Cl)cc(=O)n(C)c1=O
  -9.3%, x
> O=C(CCCCCN1C(=O)C2C3C=CC(C3)C2C1=O)Nc1nccs1 (stereo not drawn)
  -2.0%, 4.2%
> COc1ccc(N2CCN(C(=O)CCCC3=NS(=O)(=O)c4ccccc4N3)CC2)cc1
  4.9%, 5.2%
> COC(=O)CCC(=O)Nc1cc(Cl)ccc1Cl
  -0.4%, 0.4%
> CCN1CCCC1Cn1cnc2c([nH]c3ccc(Cl)cc32)c1=O (stereo not drawn)
  -3.4%, 10.0%

# Whole records, looked up by structure:
# CCOC(=O)c1ccc2c(c1)nc(SCC(=O)N1CCCCC1)n2CC is listed with MKP-3 inhibition = -3.2%; Hsp70 displacement = 0.1%
# CC(Oc1ccccc1)C(=O)Nc1cc(C(N)=O)c(Cl)cc1Cl (stereo not drawn) is listed with MKP-3 inhibition = -0.6%; Hsp70 displacement = 0.9%
# COc1ccc(/C(O)=C2\C(=O)C(=O)N(Cc3ccco3)C2c2cc(OC)ccc2OC)cc1 (stereo not drawn) is listed with MKP-3 inhibition = -11.2%; Hsp70 displacement = -0.7%

# Next part
# Order of results – MKP-3 inhibition, Hsp70 displacement
> COc1c(Br)cc(Br)cc1/C=c1\sc2nc3ccccc3n2c1=O
  -1.6%, -0.3%
> CC(C)OC(=O)c1sc2nc3c(cc2c1N)C(=O)CCC3
  -7.6%, 1.4%
> O=C(CCc1ccc(S(=O)(=O)NCCc2ccccc2)cc1)NCc1ccc2c(c1)OCO2
  x, -3.8%
> C/C(=N/NC(=O)c1ccoc1C)C12CC3CC(CC(C3)C1)C2
  0.3%, -2.4%&0.0%
